rTrxR1 inhibitor – inhibitors of rat thioredoxin reductase 1; Potency, µM (highest dose often 114 µM), inactives show at the highest dose activity change, negative = inhibition, actives largely listed as inhibitors; O89049; AID 588453; 390,000 compounds, 1% hits; recombinant rTrxR1, NADPH fluorescence consumption, selenite substrate; note: potency is the fitted concentration of half-maximal effect; % is set by controls: 0 for no effect and ±100 for the full control effect; nearly all actives have a fitted effect of over 65% in size
Target sequence (O89049 whole entry, looked up): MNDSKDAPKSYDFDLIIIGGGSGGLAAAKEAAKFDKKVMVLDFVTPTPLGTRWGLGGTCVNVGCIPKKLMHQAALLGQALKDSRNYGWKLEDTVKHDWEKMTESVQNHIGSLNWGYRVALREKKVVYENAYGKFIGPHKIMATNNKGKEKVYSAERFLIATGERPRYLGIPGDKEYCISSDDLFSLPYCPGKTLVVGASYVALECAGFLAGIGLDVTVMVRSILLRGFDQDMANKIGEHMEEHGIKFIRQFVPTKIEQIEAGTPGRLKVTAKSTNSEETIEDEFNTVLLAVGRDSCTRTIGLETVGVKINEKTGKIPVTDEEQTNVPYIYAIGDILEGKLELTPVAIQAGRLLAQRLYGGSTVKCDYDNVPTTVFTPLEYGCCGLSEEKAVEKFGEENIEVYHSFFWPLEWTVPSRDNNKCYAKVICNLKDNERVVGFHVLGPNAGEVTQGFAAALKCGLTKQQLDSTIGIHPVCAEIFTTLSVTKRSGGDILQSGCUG
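Rat TrxR1 (90 nM in the dispensed reagent) was pre-reduced with 400 uM NADPH for 5 min at room temperature, then incubated with compound for 15 min. After 400 uM selenite was added, NADPH fluorescence (Ex 340/Em 450 nm) was followed for 8 min.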
mIDH1 inhibitor – human IDH1 R132H inhibition; O75874; IDH1-R132H enzyme, NADPH consumption, diaphorase/resazurin fluorescence; Potency, µM (series often up to 76.6 µM), for the others: at the top dose activity change, negative = inhibition, most hits filed as inhibitors; 390,000 compounds, 0.093% hits; note: potency is the fitted concentration of half-maximal effect; % is set by controls: 0 for no effect and ±100 for the full control effect; nearly all actives have a fitted effect of over 65% in size
Target sequence (O75874 whole entry R132H, stated change not applied): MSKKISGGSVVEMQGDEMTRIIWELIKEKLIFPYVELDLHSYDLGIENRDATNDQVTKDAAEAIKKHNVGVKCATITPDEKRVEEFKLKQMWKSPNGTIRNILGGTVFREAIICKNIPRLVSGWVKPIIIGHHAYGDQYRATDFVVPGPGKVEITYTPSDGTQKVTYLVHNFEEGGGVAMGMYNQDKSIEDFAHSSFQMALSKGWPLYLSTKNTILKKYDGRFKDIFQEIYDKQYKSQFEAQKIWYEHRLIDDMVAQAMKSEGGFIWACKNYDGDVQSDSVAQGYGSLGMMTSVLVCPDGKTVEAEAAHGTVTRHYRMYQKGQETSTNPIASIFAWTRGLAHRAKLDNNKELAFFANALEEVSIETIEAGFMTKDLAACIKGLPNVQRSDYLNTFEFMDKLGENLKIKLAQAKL
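IDH1-R132H (0.5 ug/mL) preincubated 30 min with compound, then NADPH (0.016 mM) and alpha-KG (2 mM) added; 80 min at RT, pH 7.5. Remaining NADPH coupled via diaphorase/resazurin to fluorescence (540/590 nm); concentration-response curves normalized to no-enzyme control.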
TrxR1 substrate – rat thioredoxin reductase 1 substrate activity; O89049; purified TrxR1 substrate turnover, NADPH consumption readout; Potency, µM (series often up to 114 µM), for inactives: at the highest dose activity change, negative = substrate turnover; 390,000 compounds, 0.01% hits; AID 588456; note: potency is the fitted concentration of half-maximal effect; % is set by controls: 0 for no effect and ±100 for the full control effect; nearly all actives have a fitted effect of over 50% in size
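Rat TrxR1, dispensed at 90 nM, was prereduced with 400 uM NADPH (final) for 5 min at ~22 deg C, then incubated with compound 15 min before 400 uM selenite. A first-read NADPH fluorescence drop versus no-compound background flagged substrates.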
Vif-A3F inh – inhibitors of Vif-A3F interaction | HeLa A3F-eYFP + Vif (tagged APOBEC3F with the HIV-1 protein that degrades it), YFP fluorescence increase | 390,000 compounds, 0.2% hits | Potency, µM (series often up to 46.1 µM), without a hit: top-dose activity, negative = active; note: potency is the fitted concentration of half-maximal effect; % of control where 0% means no effect; nearly all actives have a fitted effect of over 65% in size
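Fluorescence increase (Ex 488/Em 500-530) after overnight compound treatment at 37 deg C flags inhibition of Vif-driven A3F-eYFP loss in stable HeLa A3F-eYFP/Vif cells seeded overnight beforehand.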
USP1-UAF1 inh – inhibitors of human USP1/UAF1 deubiquitinase. AID 743255. 390,000 compounds, 0.23% hits. O94782. recombinant USP1/UAF1, Ub-Rhodamine cleavage fluorescence. Potency, µM (titrated, usually from 57.1 µM), for the others: at the highest dose activity change, negative = inhibition, actives largely listed as inhibitors; note: potency is the fitted concentration of half-maximal effect; % is set by controls: 0 for no effect and ±100 for the full control effect; nearly all actives have a fitted effect of over 60% in size; inactives centre near -12
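In this screen, compounds sit with the deubiquitinase complex (1nM) for 15 min at room temperature before Ub-Rho is added at 150nM final. Fluorescence rise is then followed for 6 reads every 60 seconds.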
RGS4 inh – human RGS4 inhibition; P49798; Transcreener GDP fluorescence polarization, RGS4-accelerated GTP hydrolysis; Potency, µM (series often up to 114 µM), for inactives: at the highest dose activity change, negative = inhibition, actives largely listed as inhibitors; 390,000 compounds, 0.039% hits; note: potency is the fitted concentration of half-maximal effect; % is set by controls: 0 for no effect and ±100 for the full control effect; nearly all actives have a fitted effect of over 75% in size; some results filed as inactive show a strong effect at the top dose
Target sequence (P49798 whole entry, looked up): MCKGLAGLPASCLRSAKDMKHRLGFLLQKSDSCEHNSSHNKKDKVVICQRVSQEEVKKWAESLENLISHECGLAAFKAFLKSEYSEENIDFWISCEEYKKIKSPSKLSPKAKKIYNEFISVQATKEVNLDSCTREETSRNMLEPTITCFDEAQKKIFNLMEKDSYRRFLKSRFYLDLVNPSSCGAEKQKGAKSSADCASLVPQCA
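MLSMR compounds (23 nl, pin-transferred) preincubated 10 min at room temperature with a 500nM (2x) first reagent, then RGS4 at 900nM (2x) plus Transcreener GDP mix added; fluorescence polarization (620/688 nm) read before and after 90 min at 30 °C.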
GRP78 ERSR act – inducers of ER stress response in human glioma cells; U87-MG GRP78 promoter luciferase reporter, 16 h; Potency, µM, for the others: at the highest dose activation, actives largely listed as activators; 420,000 compounds, 0.02% hits; AID 602332; note: potency is the fitted concentration of half-maximal effect; series mostly up to about 76 µM; % of control where 0% means no effect; nearly all actives have a fitted effect of over 35% in size
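ERSR induction read as luciferase luminescence (Bright-Glo, 10 min at room temperature) in stably transfected human U87-MG glioma cells exposed to compounds for 16 h, using GRP78 as sensor.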
Vif-A3G inh – blocks the Vif interaction with human APOBEC3G. HeLa A3G-eYFP + Vif (tagged APOBEC3G with the HIV-1 protein that degrades it), YFP fluorescence, overnight. Q9HC16. AID 602310. Potency, µM (highest dose often 46.1 µM), inactives show at the top dose activity, negative = active, most hits filed as inhibitors. 410,000 compounds, 0.076% hits;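 note: potency is the fitted concentration of half-maximal effect; % is set by controls: 0 for no effect and ±100 for the full control effect; nearly all actives have a fitted effect of over 60% in size; hits raise eYFP signal because A3G escapes Vif-driven loss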
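Read-out is eYFP fluorescence (Ex 488/Em 500-530) from Vif-expressing HeLa A3G-eYFP cells; more signal means A3G escaped Vif-mediated degradation. Cells plated overnight, compound pinned in, incubated overnight at 37 deg C.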
LDHA inh – inhibitors of human lactate dehydrogenase A. P00338. purified LDHA, NADH/diaphorase-resazurin fluorescence; hits give low values. activity change, % (values are at about 110 or 230 µM). 480,000 compounds, 0.15% hits. AID 1347041; in the data active = activity change below about -30%; inconclusive = mostly about -25% to -30%;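 note: plate controls were DMSO wells for no effect and wells without enzyme for full effect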
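LDH5 2 nM; NADH 0.06 mM, pyruvate 0.2 mM; 200 mM Tris pH 7.4, EDTA, Tween-20; 5 min RT. Detection: diaphorase 0.133 mg/mL + resazurin 37 µM, fluorescence ex540/em590 at 0 and 20 min; normalized to enzyme-free and DMSO wells.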
An asterisk follows results filed as active; ? = inconclusive; / = not tested or not shown; & = joins results of further samples; [ ] = remark or other dose. Unless noted, calls come from the whole dose curve; as a rule, active = well fitted curve in the direction sought with a large enough effect; inconclusive = small, poorly fitted or top-dose-only effect, or another doubt; inactive = no such curve, though single readings can be large; an effect the other way counts as inactive or inconclusive.

SMILES | rTrxR1 inhibitor | mIDH1 inhibitor | TrxR1 substrate | Vif-A3F inh | USP1-UAF1 inh | RGS4 inh | GRP78 ERSR act | Vif-A3G inh | LDHA inh
COc1ccc2[nH]c(=O)c(CN(CCO)C(=O)c3cccs3)cc2c1 | 18% | 0% | 42%[activator] | -1% | -18% | -17% | -5% | -3% | 3
Cc1ccc(S(=O)(=O)NC(=O)N2CCN(Cc3c(F)cccc3Cl)CC2)cc1 | 0%[57.1 µM] | 1% | 5%[57.1 µM] | 0% | 6% | 7% | -2% | 2% | -4
COc1cc(/C=N/NC(=O)c2cccc([N+](=O)[O-])c2)ccc1O | 2% | 5% | -7% | 1% | -9% | 9% | 3% | 2% | 1
COc1ccccc1N1CCSC1C(N)=O (stereo not given) | 7%[57.1 µM] | 3% | 4% | -8% | -8% | -7% | -3% | -1% | -1
Cc1csc(CNc2ncnc3ccc(-c4ccccc4Cl)cc23)c1 | 4% | / | -2% | -3% | / | -10% | -5% | -2% | -4
CCOc1ccc(-c2nc(CSCC(=O)N3CCN(c4cccc(OC)c4)CC3)c(C)o2)cc1 | 8%[57.1 µM] | -3% | 6%[57.1 µM] | 0% | -17% | -3% | -6% | 3% | -2
CCc1nnc(NC(=O)CCN2C(=O)CCC2=O)s1 | 31%[57.1 µM] | 2% | 10%[57.1 µM] | 2% | -12% | -8% | -2% | -3% | -8
Cc1ccc(N2CCN(S(=O)(=O)N3CCCCC3)CC2)cc1Cl | -5% | 0% | -9% | -26% | -12% | -4% | -3% | -1% | -7
O=C(NCc1cc2ccccc2[nH]1)c1ccccc1F | 0%[57.1 µM] | 0% | -3%[57.1 µM] | 2% | 0% | 10% | -6% | 1% | -2
Cc1[nH]c2ccc(C(=O)OCC(=O)NC3(C#N)CCCCC3)cc2c1C | -17% | 5% | 10% | -12% | -7% | 16% | -4% | 1% | -10

Some of the entries so far, in markdown:
| molecule | rTrxR1 inhibitor | mIDH1 inhibitor | TrxR1 substrate | Vif-A3F inh | USP1-UAF1 inh | RGS4 inh | GRP78 ERSR act | Vif-A3G inh | LDHA inh |
| --- | --- | --- | --- | --- | --- | --- | --- | --- | --- |
| Cc1ccc(S(=O)(=O)NC(=O)N2CCN(Cc3c(F)cccc3Cl)CC2)cc1 | 0%[57.1 µM] | 1% | 5%[57.1 µM] | 0% | 6% | 7% | -2% | 2% | -4 |
| COc1cc(/C=N/NC(=O)c2cccc([N+](=O)[O-])c2)ccc1O | 2% | 5% | -7% | 1% | -9% | 9% | 3% | 2% | 1 |
| COc1ccccc1N1CCSC1C(N)=O (stereo not given) | 7%[57.1 µM] | 3% | 4% | -8% | -8% | -7% | -3% | -1% | -1 |

Among those listed so far, these contain fluorine:
SMILES | rTrxR1 inhibitor | mIDH1 inhibitor | TrxR1 substrate | Vif-A3F inh | USP1-UAF1 inh | RGS4 inh | GRP78 ERSR act | Vif-A3G inh | LDHA inh
Cc1ccc(S(=O)(=O)NC(=O)N2CCN(Cc3c(F)cccc3Cl)CC2)cc1 | 0%[57.1 µM] | 1% | 5%[57.1 µM] | 0% | 6% | 7% | -2% | 2% | -4
O=C(NCc1cc2ccccc2[nH]1)c1ccccc1F | 0%[57.1 µM] | 0% | -3%[57.1 µM] | 2% | 0% | 10% | -6% | 1% | -2

Further entries
SMILES | rTrxR1 inhibitor | mIDH1 inhibitor | TrxR1 substrate | Vif-A3F inh | USP1-UAF1 inh | RGS4 inh | GRP78 ERSR act | Vif-A3G inh | LDHA inh
O=C(Nc1ccc([N+](=O)[O-])cc1)C1CC12CCC2 (stereo not given) | 20%[57.1 µM] | -2% | -1%[57.1 µM] | 0% | -13% | -1% | 2% | 1% | -6
COCc1c(C)cc(C)c(/C=N/O)c1C | 12% | 10% | 6% | -11% | -7% | -21%[56.9 µM] | -2% | -6% | -1
COC(=O)c1cc(C(=O)OCC(=O)NC(=O)NCc2ccccc2)cc([N+](=O)[O-])c1 | 25% | -6% | 1% | 1% | ? | 14% | -3% | 0% | -7
O=C(Nn1cnnc1)c1ccc(F)cc1 | 34% | 0% | 5% | 0% | -12% | 2% | 1% | 4% | -17
CN(CC(=O)Nc1ccc(F)cc1)C(=O)C1CCN(S(=O)(=O)c2ccc3c(c2)OCCO3)CC1 | 2%[57.1 µM] | -13% | 0%[57.1 µM] | -6% | -20% | -12% | -4% | 0% | -10
O=C(c1nc(-c2ccc(Cl)cc2)n2c1CCCCC2)N1CCN(c2ccc(F)cc2)CC1 | 7% | 1% | -5% | -3% | -11% | -18% | -3% | -11% | -4
CCOC(=O)c1c(C)c(C(=O)NC2CCCCC2)c(C)n1CC | 6% | 9% | 8% | 0% | -7% | 22% | -1% | -4% | 2
Cc1nc(NC(=O)c2ccc(F)cc2)nc2cc3c(cc12)OCO3 | -5% | 9% | 0% | 0% | -18% | -20% | 5% | -3% | -4
COc1cc2c(C(F)(F)F)c(-c3ccsc3)oc(=O)c2cc1OC | 20% | 8% | -1% | -7% | -34% | -22% | -5% | 0% | 1
O=C(CSc1nc2nc[nH]c2c(=O)[nH]1)NC1CCCCC1 | 13%[57.1 µM] | 8% | 0%[57.1 µM] | 7% | -13% | -16% | 3% | -6% | -3
CC(C)Nc1nc2c(c(=O)n(C)c(=O)n2C)n1C | 8% | -2% | -2% | 3% | 7% | 25% | -3% | -6% | 2
O=C(Nc1nnc(S(=O)(=O)N2CCCC2)s1)c1cccc([N+](=O)[O-])c1 | -11% | 39%[activator] | -15% | 3% | ? | 3% | 3% | 1% | -8
COc1ccc(CCn2c(=O)c3cccnc3n(CC(=O)Nc3ccc(C)c(F)c3)c2=O)cc1OC | 0% | 3% | -4% | -6% | ? | 14% | -1% | -22% | 2
CCOc1ccc2c(C)nc(NC3=NC(C)(C)C=C(C)N3)nc2c1 | 3% | 9% | 7% | 1% | -5% | 32% | -8% | 0% | 1
CC(=O)c1cccc(NCC(=O)Nc2cccc(S(=O)(=O)N3CCCCC3)c2)c1 | -7% | 5% | -12% | 3% | -23% | -1% | -4% | 4% | -2
COCCNC(=O)Nc1cc(C(=O)NCc2ccc(C(C)C)cc2)ccc1N1CCCC1 | 5%[57.1 µM] | 0% | 0%[57.1 µM] | 1% | -15% | -3% | 1% | 2% | 2
C[C@]12c3[nH]c4ccccc4c3CCN1C(=O)C(CC(=O)NCCC1=CCCCC1)C[C@@H]2C(=O)N1CCCCC1 (stereo not given in full) | 4% | 7% | -3% | 3% | -17% | 18% | -2% | -1% | -8
O=C(Nc1ccccc1)c1csc(-c2ccccc2)n1 | 12%[11.4 µM] | 10% | 7%[57.1 µM] | 18% | ? | -40% | 4% | 0% | -6
O=C(NC(=S)Nc1cccnc1)c1ccccc1 | -60% | 4% | -18%[57.1 µM] | 12% | -5% | -49% | 3% | -1% | 0
Cc1cccc(OCC(=O)NCC(=O)N/N=C/c2cccnc2)c1 | 3% | 3% | 4% | -6% | -8% | -17% | -2% | -5% | 0
CN(C)CCNC(=S)Nc1ccc(Cl)cc1 | -5%[57.1 µM] | 15% | -3%[57.1 µM] | -8% | 9% | 10% | -1% | 0% | -5
Cc1ccc(-n2cccc2/C=C2\C(=N)N3N=C(C(C)C)SC3=NC2=O)cc1 | 5% | -6% | -5% | -5% | -22% | 3% | -4% | -8% | -2
Cc1ccc(CNC(=O)CN2N=C(c3ccccc3)CCC2=O)cc1 | 6%[57.1 µM] | 23% | 3%[57.1 µM] | 7% | -5% | 4% | -2% | -3% | -2
CC(C)Cn1c(CN2CCN(c3ccccc3F)CC2)nc2c1c(=O)[nH]c(=O)n2C | 19% | 9% | 12% | 6% | -22% | -11% | -4% | 1% | -2
Cc1ccn2c(-c3csc(NCc4ccco4)n3)c(C)nc2c1 | -7% | 5% | -4% | / | -9% | ? | -6% | 1% | 9
COc1ccc2c(Cl)c(C(=O)N/N=C/c3c(C)[nH]c4ccccc34)sc2c1 | -11% | -2% | -7% | ? | -21% | -1% | 0% | ? | -2
O=C(Nc1ccccc1C(=O)NC(Cc1ccccc1)C(=O)O)c1ccco1 (stereo not given) | -18% | 5% | 6% | 1% | -9% | 32% | -3% | 4% | -6
CCOC(=O)Cc1ccc(NC(=O)N2CCC(CN3CCCCCC3)CC2)cc1 | -12% | -19% | 1% | -1% | ? | 1% | -2% | -4% | -11
Cc1ccc(NC(=O)CN(C)C(=O)CNC(=O)c2cccs2)cc1 | 10% | -1% | 3% | 3% | -18% | -10% | -2% | 2% | -4
CC1CCc2c(sc(NC(=O)Cc3ccccc3)c2C(=O)Nc2ccc(Cl)cc2)C1 (stereo not given) | 40%[activator] | 14% | 17% | -14% | -25% | -3% | 0% | 7% | 4
Cc1cccc(NC(=O)Nc2ccc(C)c(C)c2)n1 | -2%&-4% | 1%&-5% | -11%&-3% | 0%&3% | -26%&-10% | 0%&27% | 5%&0% | 5%&-1% | -2&-2
Cc1cc(C(=O)Nc2cccc(C)c2C)c2c(C)nn(-c3cccc(F)c3)c2n1 | 28% | -10% | 93%[activator] | 3% | 1% | -10% | -1% | -2% | -3
CCOc1cc(CN2CCCCCC2)ccc1OC | 13%[57.1 µM] | 4% | 13% | 5% | -6% | 3% | 0% | -2% | -22

Screening data from PubChem BioAssay.

The list is partial; the hit share may differ from the screen's.
